FEN1 inhibitor: inhibitors of human flap endonuclease 1 | P39748 | Recombinant FEN1 flap cleavage, fluorescence, 15 min | Potency, µM (top dose mostly 114 µM), inactives show at the highest dose activity change, negative = inhibition, actives largely listed as inhibitors | 390,000 tested, 0.35% active | AID 588795; also: nearly all actives have a fitted effect of over 65% in size
Target sequence (P39748 whole entry, looked up): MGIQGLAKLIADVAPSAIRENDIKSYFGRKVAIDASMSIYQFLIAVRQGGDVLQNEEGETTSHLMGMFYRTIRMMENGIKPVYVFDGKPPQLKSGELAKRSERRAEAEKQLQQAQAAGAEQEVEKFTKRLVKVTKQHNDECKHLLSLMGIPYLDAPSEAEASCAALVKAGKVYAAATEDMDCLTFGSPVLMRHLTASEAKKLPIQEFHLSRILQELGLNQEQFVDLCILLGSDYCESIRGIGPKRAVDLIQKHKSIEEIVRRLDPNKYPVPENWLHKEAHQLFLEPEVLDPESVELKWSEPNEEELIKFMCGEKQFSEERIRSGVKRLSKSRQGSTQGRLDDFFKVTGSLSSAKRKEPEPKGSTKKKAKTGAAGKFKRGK
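FEN1 at 10 nM preincubated with compounds 15 min at room temperature, then flap DNA substrate added at 50 nM final. Signal read at 0 and 15 min; concentration-response fitted with four-parameter Hill equation.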
N370S GC: inhibits or activates N370S mutant glucocerebrosidase; 330,000 tested, 0.092% active; N370S GC spleen homogenate, 4MU-glucoside fluorescence; AID 2101; Potency, µM (doses to about 59.4 µM), without a hit: top-dose activity change, negative = inhibition, most hits filed as inhibitors; P04062;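 also: 0% = full enzyme activity and -100% = no enzyme basal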
TDP1 inh: TDP1 (human) enzyme inhibition; Q9NUW8; recombinant TDP1, AlphaScreen DNA substrate cleavage; Potency, µM (doses to about 130 µM), for inactives: at the highest dose activity change, negative = inhibition, most hits filed as inhibitors; 350,000 tested, 0.28% active; also: nearly all actives have a fitted effect of over 40% in size
Target sequence (Q9NUW8 whole entry, looked up): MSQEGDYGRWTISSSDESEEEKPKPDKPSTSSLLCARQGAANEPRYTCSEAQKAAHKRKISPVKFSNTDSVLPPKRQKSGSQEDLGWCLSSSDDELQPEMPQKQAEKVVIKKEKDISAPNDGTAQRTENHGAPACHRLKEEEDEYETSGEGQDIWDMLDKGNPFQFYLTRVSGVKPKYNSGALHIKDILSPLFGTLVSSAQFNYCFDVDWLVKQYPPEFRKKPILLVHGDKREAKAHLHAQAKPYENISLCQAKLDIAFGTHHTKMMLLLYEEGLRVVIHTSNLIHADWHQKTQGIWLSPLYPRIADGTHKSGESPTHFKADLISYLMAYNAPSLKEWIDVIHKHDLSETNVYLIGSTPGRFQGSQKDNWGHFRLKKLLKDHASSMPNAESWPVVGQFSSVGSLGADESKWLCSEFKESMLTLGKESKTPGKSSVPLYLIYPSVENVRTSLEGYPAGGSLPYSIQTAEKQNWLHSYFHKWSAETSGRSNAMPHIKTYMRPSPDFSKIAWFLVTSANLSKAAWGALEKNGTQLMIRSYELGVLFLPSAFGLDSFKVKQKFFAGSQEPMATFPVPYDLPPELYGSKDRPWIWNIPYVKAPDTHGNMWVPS
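Compounds were preincubated with Tdp1 (1 nM final) for 15 min at room temperature before substrate (15 nM final) started a 5 min reaction; beads (10 ug/ml final) were then added for 10 min before AlphaScreen detection.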
Numbers without * were called inactive; ? = inconclusive; . = no result given; & = joins results of further samples; [ ] = dose if it differs, or a comment. Calls follow the shape of the dose curve; as a rule, active = well fitted curve in the direction sought with a large enough effect; inconclusive = small, poorly fitted or top-dose-only effect, or another doubt; inactive = no such curve, though single readings can be large; an effect the other way counts as inactive or inconclusive. Unless noted, % is scaled to controls: 0 for no effect and ±100 for the full control effect; potency is read from the fitted curve at half-maximal effect.

| compound | FEN1 inhibitor | N370S GC | TDP1 inh |
| --- | --- | --- | --- |
| Cc1ccc2nc(SCC(=O)Nc3ccc(F)cc3F)nc(=O)n2c1 | 3% | -2% | 3% |
| COc1cc2c(cc1OC)C(=S)NC1(CCCC1)C2 | 1% | -4% | 1% |
| Cc1c(NS(=O)(=O)c2ccc3c(c2)c(=O)n(C)c(=O)n3C)c(=O)n(-c2ccccc2)n1C | 11% | 2% | 7% |
| CC(=O)N[C@@H](Cc1ccc(O)cc1)CN1C(N)=NC[C@@H]1CC(C)C | 9% | -2% | . |
| CCN(CC)c1ccc(/C=N/N2CCOCC2)c(O)c1 | -3% | -7% | 2% |
| COc1ccc(-c2nc3ccccc3n3c(-c4cccc(C)c4)c4c(=O)n(C)c(=O)n(C)c4c23)cc1 | -13% | . | 2% |
| CC(C)[C@H](NC(=O)[C@@H]1Cc2ccccc2CN1)C(=O)Nc1ccc2c(c1)OCCO2 | -4% | 22% | 0% |
| COc1cc(-c2noc(CCC(N)=O)n2)cc(OC)c1OC | . | -1% | 0% |
| CCc1c(C)nc2ncnn2c1NCCc1ccc(Cl)cc1 | -8% | 4% | 5% |
| NC(=O)c1ccccc1OC1CCC1 | -4% | 3% | 1% |
| CC(C)(O)CC[C@@H](O)[C@](C)(O)[C@H]1CC[C@@]2(O)C3=CC(=O)[C@@H]4C[C@@H](O)[C@@H](O)C[C@]4(C)[C@H]3CC[C@]12C | 2% | -22% | . |
| O=C(CN1CCN(Cc2ccccc2Cl)C1=O)NC1CCCCCC1 | 3% | -2% | 4% |
| CNC(=O)C1CCC(Cn2c(=O)c3sccc3n(Cc3cc(C)ccc3C)c2=O)CC1 (stereo not drawn) | 20% | . | 5% |
| S=C(NCCc1ccccc1)N/N=C/c1ccccc1Cl | -9% | 19% | -3% |
| Cc1cc(C)n(C(=O)CN2C(=O)CCC2=O)n1 | 11% | 2% | 2% |
| Cc1ccn2c(=O)c(C(=O)NCCC3=CCCCC3)c(O)nc2c1 | 0% | ? | 3% |
| O=C(CSc1nc2ccc(NC(=O)CSc3nnnn3-c3ccccc3)cc2s1)Nc1ccccc1 | -5% | 8% | 0% |
| COc1cccc(N2CCN(C(=O)c3cccn3-c3nnc(N4CCCC4)s3)CC2)c1 | 0% | . | 5% |
| COc1cccc(N=c2oc3cc(O)ccc3cc2C(=O)NCC2CCCO2)c1 (stereo not drawn) | -9% | ? | 7% |
| COc1cccc(C2C(C(=O)c3cc4cccc(OC)c4o3)=C(O)C(=O)N2c2cc(C)on2)c1OC (stereo not drawn) | -13% | 1% | 8% |
| CN1/C(=C\C(=O)COc2ccc3c(c2)OCO3)C(C)(C)c2ccccc21 | ? | 27% | 5% |
| CCC(Sc1nc2ncccc2o1)C(=O)Nc1ccc(OC)c(OC)c1 (stereo not drawn) | -3% | . | -2% |
| Cc1cc(C(=O)NP(=O)(N2CCOCC2)N2CCOCC2)c(C)n1-c1ccc(N(C)C)cc1 | 2% | -1% | -1% |
| Cc1ccc(N2CCN(C3=NC(=O)/C(=C\c4cccs4)S3)CC2)cc1 | 10% | 13% | 1% |
| COc1ccc(C(=O)NN(c2ccccc2)c2ccccc2)cc1 | -7% | 4% | -2% |
| CCn1c(C)nc2cc(C(=O)NNC(=O)Nc3ccc(Cl)c(Cl)c3)ccc21 | . | 24% | 3% |
| Cc1ccc(S(C)(=O)=O)cc1C(=O)NC(C)C1CC2CCC1C2 (stereo not drawn) | -20% | -1% | . |
| COc1cc(/C=C/C(=O)CC(=O)/C=C/c2ccc(O)c(OC)c2)ccc1O | ? | ? | 7% |
| COCCNC(=O)COC(=O)c1[nH]c(C)c(C(C)=O)c1C | -4% | -13% | 5% |
| Cc1nn(C)cc1CN(C)C(=O)c1cc(-c2ccccc2)nc2ccc(Br)cc12 | -2%&-4% | 4% | 3%&0% |

Additional entries.
| structure | FEN1 inhibitor | N370S GC | TDP1 inh |
| --- | --- | --- | --- |
| Cc1ccc(NC(=O)Cn2cnc([N+](=O)[O-])c2)cc1C | -2% | -4% | . |
| CC(O)CCC(=O)NCCNC(=O)CCC(C)O (stereo not drawn) | -7% | -8% | -1% |
| O=C(NC1CCCC1)c1cc(Cl)ccc1[N+](=O)[O-] | -4% | 3% | -5% |
| Cc1ccc(Nc2cc(C(=O)NCCc3ccccc3)c3ccccc3n2)c(C)c1 | 14% | . | 7% |
| Oc1cccc(/C=N/N2CCCCC2)c1O | -5% | -18% | . |
| CCOC(=O)CSc1nnc(-c2ccoc2C)n1-c1ccc(OCC)cc1 | -8% | -1% | 2% |
| Cc1cc(N/N=C/c2cccc(F)c2)nc(NCc2ccccc2)n1 | 8% | -21% | 8% |
| O=C(CN1C(=O)NC2(CCCc3ccccc32)C1=O)Nc1cc(F)ccc1F (stereo not drawn) | 14% | -1% | -9% |
| Cc1c(NC(=O)Nc2ccc(C#N)cc2)c(=O)n(-c2ccccc2)n1C | 1%&-15% | -11% | -2%[12.3 µM] |
| O=C1c2cc(O)cc(O)c2OC[C@@H]1c1ccc(O)c(O)c1 | . | 5% | 2% |
| Cc1ccc(NC(=O)C2CCCN(c3cnccn3)C2)cc1Cl (stereo not drawn) | 17% | . | 7% |
| COC(=O)CSc1nc(C)c(C(=O)Nc2ccccc2C)c(-c2ccc(Cl)cc2)c1C#N | 2% | 11% | -2% |
| Nc1ccccc1C(=O)NCCCN1CCOCC1 | 1% | -8% | . |
| Cc1cc([N+](=O)[O-])ccc1NC(=O)C(C)[n+]1ccccc1 (stereo not drawn) | 0% | 15% | -1% |
| O=C1CCC/C=C\C[C@@H](CC(=O)N(CCO)Cc2ccccc2)C(=O)N[C@H](c2ccccc2)CO1 | 0% | . | 0% |
| Cc1ccc(C2CC(=O)Nc3c2ccc2ccccc32)cc1[N+](=O)[O-] (stereo not drawn) | -4% | ? | 8% |
| COc1ccc(C2CC(c3ccccc3)Nc3nc(N)nn32)cc1 (stereo not drawn) | 3% | -2% | 6% |
| COc1cccc(C(CC(=O)NCCN2CCOCC2)NS(=O)(=O)c2ccc(C)cc2)c1OC (stereo not drawn) | 2% | 1% | -2% |
| COc1cc(/C=C2\SC(=O)N(Cc3ccc(Cl)cc3)C2=O)cc([N+](=O)[O-])c1O | ? | 6% | 3% |
| COc1ccc(/C=C/CN2CCN(Cc3ccc(F)cc3)C(CCO)C2)cc1 (stereo not drawn) | -4% | -7% | 0% |

Brought forward from above: 6 compounds, then new ones.
| structure | FEN1 inhibitor | N370S GC | TDP1 inh |
| --- | --- | --- | --- |
| O=C1CCC/C=C\C[C@@H](CC(=O)N(CCO)Cc2ccccc2)C(=O)N[C@H](c2ccccc2)CO1 | 0% | . | 0% |
| Cc1ccc(C2CC(=O)Nc3c2ccc2ccccc32)cc1[N+](=O)[O-] (stereo not drawn) | -4% | ? | 8% |
| COc1ccc(C2CC(c3ccccc3)Nc3nc(N)nn32)cc1 (stereo not drawn) | 3% | -2% | 6% |
| COc1cccc(C(CC(=O)NCCN2CCOCC2)NS(=O)(=O)c2ccc(C)cc2)c1OC (stereo not drawn) | 2% | 1% | -2% |
| COc1cc(/C=C2\SC(=O)N(Cc3ccc(Cl)cc3)C2=O)cc([N+](=O)[O-])c1O | ? | 6% | 3% |
| COc1ccc(/C=C/CN2CCN(Cc3ccc(F)cc3)C(CCO)C2)cc1 (stereo not drawn) | -4% | -7% | 0% |
| COC(=O)c1cc(S(=O)(=O)N2CCN(c3cc(C)ccc3C)CC2)c[nH]1 | -26% | -10% | . |
| COCCNC(=O)/C(C#N)=C/c1cc(Br)c(O)c(OC)c1 | -5% | -3% | 1% |
| CCCNC(=O)CS(=O)Cc1nc(-c2ccc(OC)cc2)oc1C (stereo not drawn) | -5% | -4% | -4% |
| CC(C)Cn1c(SCC(=O)NC2CCCc3ccccc32)nc(O)cc1=O (stereo not drawn) | 10% | 5% | 0% |
| CC(CCc1ccccc1)NC(=O)C(=O)NCc1ccccc1 (stereo not drawn) | -1% | 0% | 0% |
| CCc1ccccc1NC(=O)c1ccc(S(=O)(=O)NCC2CCCO2)cc1 (stereo not drawn) | 7% | -17% | 7% |
| COc1ccc(C2CC(c3cccc(C)c3)n3ncnc3N2)cc1 (stereo not drawn) | -3% | -2% | 5% |
| CC(C)n1nccc1N(Cc1ccc(Br)cc1)S(=O)(=O)c1ccccc1 | 0% | 18% | . |
| Cc1cc(OCC(=O)NCc2nc(-c3ccccc3)no2)c(C)cc1Br | 8% | -9% | 0% |
| Cc1cnc(C(=O)Oc2ccc(-c3ccccc3)cc2)cn1 | 3% | -6% | ? |
| CC1(C)C(=O)C(c2ccccc2)=C2CN3C(=O)N(CCc4ccccc4)C(=O)C3(Cc3ccc(F)cc3)C=C21 (stereo not drawn) | . | -3% | 8% |
| N#Cc1c(Nc2ccc(Cl)cc2)s[nH]c1=O | 4% | -4% | . |
| O=C(Cn1nc(C(=O)O)c2ccccc2c1=O)NCC1CCCO1 (stereo not drawn) | 3% | 6% | -3% |
| CC1=CN2C(=NC(=O)CC2(C)C(=O)N(CC(=O)NC2CCCC2)c2ccccc2C)C=C1 (stereo not drawn) | 2% | ? | 2% |
| CCN1CCN(CCc2nc3cc(NC(=O)COc4ccccc4)ccc3n2C)CC1 | 18% | 22% | 1% |
| O=C(N/N=C/c1cc([N+](=O)[O-])ccc1O)C(O)(c1ccccc1)c1ccccc1 | -6% | 11% | 5% |
| CCC(CC)C(=O)Nc1nnc(S(=O)(=O)N(C)c2cc(C)cc(C)c2)s1 | 18% | . | 0% |
| COc1ccccc1CP(=O)(c1ccccc1)c1ccccc1 | -3% | 3% | -3% |
| CCCNC(=O)c1nn2c(C(F)(F)F)cc(-c3ccccc3)nc2c1Cl | -4% | 18% | . |
| Cc1ccc(S(=O)(=O)N(Cc2ccc(F)cc2)Cc2ccco2)cc1 | -15% | -6% | -4% |
| CCCCC(=O)Nc1ccc(OCc2cc(=O)n3c(C)csc3n2)cc1 | 18% | . | 1% |
| Cc1ccc(Cl)cc1NC(=O)Cc1ccc(-n2c(C)nc3cccnc32)cc1 | 15% | . | 6% |
| CCN(CC)S(=O)(=O)c1ccc(C(=O)OCn2c(SC)nnc(C)c2=O)cc1 | -1% | -1% | 5% |
| O=C(NCc1ccco1)c1noc2c1CCCCC2 | 2% | -6% | 2% |
| O=C(O)COc1cccc(/C=C2/SC(=S)N(Cc3ccccc3)C2=O)c1 | -13% | -9% | . |
| O=C1C2CC=CCC2C(=O)N1Cc1ccccc1 (stereo not drawn) | -2% | 14% | -1% |
| O=C(Nc1cccs1)Nc1cccnc1Cl | -2% | -2% | . |
| O=C(N/N=C/c1ccccc1F)NC1CCCCC1 | -11% | ? | -3% |
| N[C@@H](CCC(=O)N[C@@H](CSN=O)C(=O)NCC(=O)O)C(=O)O | 9% | 0% | . |
| Cc1cc(C)nc(N2CCCC(C(=O)Nc3ccc(F)cc3)C2)n1 (stereo not drawn) | 0% | -3% | 4% |
| CC(C)N1C(=O)CCC1C(=O)NCc1ccccc1Cl (stereo not drawn) | 1% | 6% | 1% |
| O=C(NN=C1CCN(Cc2ccccc2)CC1)C(O)c1ccccc1 (stereo not drawn) | 0% | 1% | 3% |
| COc1ccc2c(c1)c(=O)oc1cc(OCC(=O)N3CCCC(C)C3)ccc12 (stereo not drawn) | 2% | 28% | . |
| Cc1ccccc1N(CC(=O)NC1CCCC1)C(=O)c1csnn1 | 1% | -4% | -8% |
| CCOc1ccc(NC(=O)CSC2=Nc3ccccc3C3=NC(CCC(=O)NCc4ccccc4)C(=O)N23)cc1 (stereo not drawn) | -1% | . | 4% |
| Cc1cccc(OCCN2C(=O)C(=O)c3cc(C)ccc32)c1 | 11% | 1% | 6% |
| CCC(/C=N/NC(=O)c1ccccc1F)CC | -2% | 7% | 2% |

Single records, from the list above. Order of screens: FEN1 inhibitor	N370S GC	TDP1 inh
Listed for CCOc1ccc(NC(=O)CSC2=Nc3ccccc3C3=NC(CCC(=O)NCc4ccccc4)C(=O)N23)cc1 (stereo not drawn) : -1%	.	4%
Listed for CCC(/C=N/NC(=O)c1ccccc1F)CC : -2%	7%	2%
Listed for COc1ccc2c(c1)c(=O)oc1cc(OCC(=O)N3CCCC(C)C3)ccc12 (stereo not drawn) : 2%	28%	.

A draw from above in order of SMILES length, smallest number first.
| structure | FEN1 inhibitor | N370S GC | TDP1 inh |
| --- | --- | --- | --- |
| CCC(/C=N/NC(=O)c1ccccc1F)CC | -2% | 7% | 2% |
| COc1ccc2c(c1)c(=O)oc1cc(OCC(=O)N3CCCC(C)C3)ccc12 (stereo not drawn) | 2% | 28% | . |
| CCOc1ccc(NC(=O)CSC2=Nc3ccccc3C3=NC(CCC(=O)NCc4ccccc4)C(=O)N23)cc1 (stereo not drawn) | -1% | . | 4% |

Compound activity: PubChem BioAssay, National Center for Advancing Translational Sciences (NCATS)
